Screens: PubChem, National Center for Advancing Translational Sciences (NCATS)
PTHR1 ag: qHTS for PTHR1 Agonists: Primary Screen; HEK293 GP2 PTHR1 cells, GloSensor cAMP luminescence, 1 h; hit rate 0.075% among 410,000; Parathyroid hormone/parathyroid hormone-related peptide receptor (Homo sapiens), Q03431; Potency, µM (series often up to 115 µM), inactives show at the highest dose activation, hits mostly activators; AID 743266, 2014; further: nearly all actives have a fitted effect of over 55% in size; some results filed as inactive show a strong effect at the top dose; inactives centre near -15; many of its hits are not listed in these tables
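HEK-293-derived GP2 cells expressing PTHR1 and a GloSensor cAMP reporter, 3,000/well, plated overnight, given luciferin plus IBMX (each 0.5 mM as added) for 1 h at 37 °C, then compound for 1 h at 37 °C. Luminescence was read after 15 min at room temperature.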
EPAC2 ag: qHTS for Agonist of cAMP-regulated guanine nucleotide exchange factor 4 (EPAC2): primary screen; Potency, µM (titrated, usually from 154 µM), inactives show at the highest dose activation, most hits filed as activators; EPAC2 activation, biochemical qHTS; response scale: 100% = 6.5 mM cAMP response; hit rate 0.079% among 360,000; Rap guanine nucleotide exchange factor 4 (Homo sapiens), Q8WZA2; AID 720711, 2013; further: nearly all actives have a fitted effect of over 50% in size
Target sequence (Q8WZA2 whole entry, looked up): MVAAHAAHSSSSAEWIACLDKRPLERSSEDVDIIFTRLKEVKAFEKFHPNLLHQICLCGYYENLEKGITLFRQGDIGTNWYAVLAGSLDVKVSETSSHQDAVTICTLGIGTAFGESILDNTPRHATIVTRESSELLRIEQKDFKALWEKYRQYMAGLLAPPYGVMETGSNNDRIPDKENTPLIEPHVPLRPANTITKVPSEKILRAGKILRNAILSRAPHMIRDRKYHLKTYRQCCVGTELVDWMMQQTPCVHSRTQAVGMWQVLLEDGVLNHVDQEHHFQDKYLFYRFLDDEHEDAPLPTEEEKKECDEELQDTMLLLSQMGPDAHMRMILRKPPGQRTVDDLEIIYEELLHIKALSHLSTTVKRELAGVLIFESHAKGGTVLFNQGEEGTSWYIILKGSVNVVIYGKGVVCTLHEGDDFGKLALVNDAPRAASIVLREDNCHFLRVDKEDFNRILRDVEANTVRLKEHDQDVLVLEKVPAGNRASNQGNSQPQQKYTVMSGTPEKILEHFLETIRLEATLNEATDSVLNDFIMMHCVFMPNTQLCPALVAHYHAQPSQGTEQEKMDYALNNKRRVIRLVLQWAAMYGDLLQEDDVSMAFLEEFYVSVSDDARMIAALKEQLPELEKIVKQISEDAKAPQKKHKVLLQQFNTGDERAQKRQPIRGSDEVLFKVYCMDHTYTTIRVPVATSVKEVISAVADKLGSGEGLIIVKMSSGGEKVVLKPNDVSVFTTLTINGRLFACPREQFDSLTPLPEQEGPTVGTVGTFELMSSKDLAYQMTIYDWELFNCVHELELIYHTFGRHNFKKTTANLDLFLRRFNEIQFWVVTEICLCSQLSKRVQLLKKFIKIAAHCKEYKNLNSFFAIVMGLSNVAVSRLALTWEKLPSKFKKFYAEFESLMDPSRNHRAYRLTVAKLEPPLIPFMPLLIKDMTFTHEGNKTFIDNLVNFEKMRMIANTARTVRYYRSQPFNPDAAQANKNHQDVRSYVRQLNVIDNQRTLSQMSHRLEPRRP
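In this primary screen, activation is scored as increased exchange of BODIPY-GDP from Rap1B by 100 nM EPAC2, with 50 uM GDP as competitor. Signal is normalized to the 6.5 mM cAMP agonist control.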
EPAC2 antag: qHTS for Antagonist of cAMP-regulated guanine nucleotide exchange factor 2 (EPAC2): primary screen; hit rate 0.18% among 360,000; Potency, µM (top dose mostly 114 µM), without a hit: at the highest dose activity, negative = inhibition, most hits filed as inhibitors; Rap guanine nucleotide exchange factor 4 (Homo sapiens), Q8WZA2; EPAC2 GEF exchange of Rap1B-BODIPY-GDP, fluorescence; further: on the % scale 0 is the no-effect control and ±100 the full control effect; nearly all actives have a fitted effect of over 45% in size; many of its hits are not listed in these tables
EPAC1 antagonist: qHTS for Antagonist of cAMP-regulated guanine nucleotide exchange factor 3 (EPAC1): primary screen; EPAC1 GEF assay, Rap1b-BODIPY-GDP exchange fluorescence; Potency, µM (top dose mostly 115 µM), for the others: top-dose activity change, negative = inhibition, most hits filed as inhibitors; hit rate 0.14% among 360,000; AID 720709, 2013;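 further: plate controls were vehicle for no effect and positive control for full effect; nearly all actives have a fitted effect of over 50% in size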
TDP43 rescue: qHTS of TDP-43 Inhibitors | TDP-43 expressing yeast growth rescue, BacTiter-Glo, 24 h | Potency, µM (series often up to 46.1 µM), for the others: at the highest dose growth rescue (activation), actives largely listed as activators | hit rate 1.8% among 410,000 | AID 652104, 2013; further: % of control where 0% means no effect; nearly all actives have a fitted effect of over 50% in size
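Growth rescue of TDP-43-toxic yeast measured as ATP luminescence (BacTiter-Glo). Cells grown to mid-log in raffinose, induced in galactose at OD600=0.02, exposed to compound 24 hr at 30 deg C.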
EPAC1 ag: qHTS for Agonist of cAMP-regulated guanine nucleotide exchange factor 3 (EPAC1): primary screen. AID 720707, 2013. EPAC1 agonist qHTS, biochemical assay; response scale: 100% = response to 6.5 mM cAMP. Potency, µM (highest dose often 154 µM), for inactives: at the highest dose activation, hits mostly activators. hit rate 0.073% among 360,000; further: nearly all actives have a fitted effect of over 60% in size
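Nucleotide exchange by EPAC1 (100 nM) on Rap1B–BODIPY-GDP (250 nM) in the presence of 50 uM GDP is tracked fluorescently at 480/540 nm over 30 min. Signals are normalized to a 6.5 mM cAMP control.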
aSyn yeast inh: qHTS of alpha-syn Inhibitors | Yeast expressing alpha-synuclein, growth rescue, BacTiter-Glo, 24 h | Potency, µM (series often up to 46.1 µM), for inactives: at the top dose growth rescue (activation), actives largely listed as activators | hit rate 0.14% among 370,000 | AID 652106, 2013; further: % of control where 0% means no effect; nearly all actives have a fitted effect of over 65% in size
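Readout is rescue of growth in alpha-synuclein-expressing yeast, so inhibitors of toxicity appear as activators. Growth after 24 hr at 30 deg C in galactose medium is quantified by luminescence.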
FUS yeast rescue: qHTS for Suppressors of FUS Proteinopathy: Primary screen using FUS-linked yeast assay. S. cerevisiae FUS-expressing, growth rescue, OD600, 24 h. Potency, µM (top dose mostly 76.6 µM), for inactives: at the top dose growth rescue (activation), actives largely listed as activators. hit rate 0.24% among 390,000;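 further: plate controls were DMSO vehicle for no effect and reference control for full effect; nearly all actives have a fitted effect of over 55% in size; some results filed as inactive show a strong effect at the top dose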
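FUS-expressing yeast, raffinose-pregrown, induced in 2% galactose minimal medium at OD 0.005; compounds in a dilution series, 24hr at 30C. Growth restoration read as absorbance at 600 nm. CP55940 positive control, DMSO negative.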
Starred values were filed as active, the others as inactive; i = inactive; ? = inconclusive; nt = not tested or not shown; [ ] = remark or other dose. The call rests on the fitted dose curve; in most records, active means well fitted curve in the direction sought with a large enough effect; inconclusive means small, poorly fitted or top-dose-only effect, or another doubt; inactive means no such curve, though single readings can be large; an effect the other way counts as inactive or inconclusive. Potency means the concentration at half of the fitted maximal effect. These rows are one share of the data. The share of hits here may be higher or lower than overall.

entry	molecule	PTHR1 ag	EPAC2 ag	EPAC2 antag	EPAC1 antagonist
1	COc1cccc(-c2nc(N3CCN(C)CC3)c3ccccc3n2)c1O	-16%	6%	0%	-8%
2	COC(=O)c1sc(S(=O)(=O)Oc2ccccc2NC(C)=O)c(C(=O)OC)c1C	-7%	14%	11%	15%
3	CCOC(=O)c1[nH]c2ccc(F)cc2c1NC(=O)Nc1ccccc1OC	i	3%	-2%	-17%
4	CCCCNc1nnc(CCn2nc(C)c(Br)c2C)s1	-19%	4%	-10%	4%
5	CN(c1ncnc(N)c1[N+](=O)[O-])C1CCCCC1	-13%	11%	1%	-12%
6	COc1ccc(C(=O)Nc2ccc(S(=O)(=O)N3CCCC3)cc2)cc1[N+](=O)[O-]	-17%	-6%	14%	-8%
7	CCn1c(COc2ccccc2C(N)=O)nc2ccccc21	i	-1%	9%	8%
8	Cc1ccc2nc3c(cc(C(=O)NCCCn4ccnc4)n3C)c(=O)n2c1	i	1%	-3%	13%
9	CC(=O)NC(CC(=O)OCC(=O)c1c(N)n(CC(C)C)c(=O)n(C)c1=O)c1ccccc1 (centres undefined)	i	2%	2%	1%
10	COc1ccc(CCN2CC(C(=O)NCc3ccc(F)cc3)CC2=O)cc1OC (centres undefined)	-2%	-4%	-9%	11%
11	O=C(COC(=O)CN1C(=O)C2CCCCC2C1=O)Nc1cc(F)ccc1F (centres undefined)	-2%	5%	15%	8%
12	COc1cc(OC)cc(C(=O)N/N=C\c2ccoc2)c1	?	8%	-5%	?
13	COCCNC(=O)/C(C#N)=C/c1c(N2CCN(C)CC2)nc2c(C)cccn2c1=O	i	2%	1%	-3%
14	COc1ccc(OC)c(CN(CCN2CCOCC2)C(=O)Nc2ccccc2)c1	-1%	-7%	-1%	3%
15	O=C(Nc1ccc(N2CCN(C(=O)c3ccccc3)CC2)cc1)c1cccs1	i	4%	1%	-5%

entry	TDP43 rescue	EPAC1 ag	aSyn yeast inh	FUS yeast rescue
1	2%	10%	5%	9%
2	-19%	6%	6%	5%
3	8%	-7%	-3%	-4%
4	-14%	5%	12%	-3%
5	13µM*	-6%	5%	-19%
6	-1%	17%	1%	-2%
7	-2%	-1%	-2%	9%
8	?	3%	0%	25%
9	-5%	-4%	-3%	20%
10	12%	11%	1%	9%
11	-2%	-1%	-3%	?
12	-7%	-11%	-3%	28%
13	-7%	-8%	-1%	9%
14	24%	5%	5%	-22%
15	-23%	8%	-8%	37%

The listing continues.
entry	molecule	PTHR1 ag	EPAC2 ag	EPAC2 antag	EPAC1 antagonist
16	COC(=O)c1cccc(Oc2cccc(C(F)(F)F)c2)n1	i	8%	-4%	-2%
17	FC(F)(F)c1ccccc1Cc1c(-c2cccc(Cl)c2)nc2ccc(Br)cn12	-22%	4%	-14%	5%
18	CCc1sc(C(=O)Nc2nccs2)cc1C	-20%	8%	1%	-7%
19	C=CCn1c(=O)c(CCC(=O)Nc2ccc(N3CCOCC3)cc2)nc2cc(C(F)(F)F)ccc21	-54%[inhibitor]	3%	-15%	?
20	O=C(O)Cc1cn(Cc2cccc(Cl)c2)c2ccccc12	-21%	3%	5%	-17%
21	O=C(CN1CCCCC1)Nc1scc2c1c(=O)oc1ccccc12	-11%	7%	1%	-3%
22	O=C(O)CSc1nnc(-c2ccco2)o1	-12%[57.5 µM]	-7%	12%	14%
23	CCCC(=O)Nc1ccc(Cc2ccc(NC(=O)CCC)c(C(=O)O)c2)cc1C(=O)O	-20%	9%	5%	-24%
24	Cc1sc2nc(CSCC(=O)N(C)CC(=O)Nc3ccc(F)cc3)[nH]c(=O)c2c1C	i	7%	-1%	3%
25	COc1cc2oc(=O)cc(CN3CCN(C(C)=O)CC3)c2cc1Cl	-13%	7%	17%	3%
26	COc1cccc(/C=C2\SC(=S)N(CCC(=O)NCCc3ccc(O)cc3)C2=O)c1	-87%[inhibitor]	-1%	2%	-13%
27	CC(=NCCc1c(C)[nH]c2ccc(OCc3ccccc3)cc12)C1=C(O)CC(c2ccccc2)CC1=O (centres undefined)	i	-2%	2%	-5%
28	CC1=C(C(=O)N(C(C)C)C(C)C)CC(CC(=O)NCCc2ccccn2)C(=O)N1CCCN1CCCC1=O (centres undefined)	18%	4%	8%	-8%
29	NS(=O)(=O)c1ccc(CNC(=O)Cc2c(F)cccc2Cl)cc1	i	2%	2%	8%
30	COc1cc(CNc2ncnc3c2ncn3[C@H]2CN(Cc3ccc(C(=O)O)cc3)C[C@@H](CO)O2)cc(OC)c1OC	-5%	-1%	7%	9%

entry	TDP43 rescue	EPAC1 ag	aSyn yeast inh	FUS yeast rescue
16	25%	-2%	-2%	-29%
17	18%	-13%	5%	-22%
18	-17%	-2%	-14%	17%
19	3%	-22%	1%	?
20	-9%	-3%	9%	-34%
21	-3%	-7%	0%	15%
22	1%	-13%	2%	-20%
23	-7%	2%	-1%	-3%
24	26%	8%	-2%	19%
25	20%	5%	-8%	-13%
26	-17%	-12%	2%	?
27	-50%[inhibitor]	11%	3%	?
28	8%	5%	3%	-3%
29	11%	2%	4%	8%
30	28%	0%	1%	2%

Laid out differently: results already given
item	structure	PTHR1 ag	EPAC2 ag	EPAC2 antag	EPAC1 antagonist	TDP43 rescue	EPAC1 ag	aSyn yeast inh	FUS yeast rescue
17	FC(F)(F)c1ccccc1Cc1c(-c2cccc(Cl)c2)nc2ccc(Br)cn12	-22%	4%	-14%	5%	18%	-13%	5%	-22%
18	CCc1sc(C(=O)Nc2nccs2)cc1C	-20%	8%	1%	-7%	-17%	-2%	-14%	17%
19	C=CCn1c(=O)c(CCC(=O)Nc2ccc(N3CCOCC3)cc2)nc2cc(C(F)(F)F)ccc21	-54%[inhibitor]	3%	-15%	?	3%	-22%	1%	?

From entry 16 up to 18, copied from above:
entry	molecule	PTHR1 ag	EPAC2 ag	EPAC2 antag	EPAC1 antagonist
16	COC(=O)c1cccc(Oc2cccc(C(F)(F)F)c2)n1	i	8%	-4%	-2%
17	FC(F)(F)c1ccccc1Cc1c(-c2cccc(Cl)c2)nc2ccc(Br)cn12	-22%	4%	-14%	5%
18	CCc1sc(C(=O)Nc2nccs2)cc1C	-20%	8%	1%	-7%

entry	TDP43 rescue	EPAC1 ag	aSyn yeast inh	FUS yeast rescue
16	25%	-2%	-2%	-29%
17	18%	-13%	5%	-22%
18	-17%	-2%	-14%	17%

(next part)
entry	molecule	PTHR1 ag	EPAC2 ag	EPAC2 antag	EPAC1 antagonist
31	CCCCSc1cc(C)nc(N)n1	i	9%	2%	4%
32	CC1(C)CC(=O)C=C(NC2CC(C)(C)NC(C)(C)C2)C1	i	10%	2%	-1%
33	CCCS(=O)(=O)N1CCC(C(=O)NCCN2CCCC2)CC1	i	-20%	?	2%
34	Cc1cccc(CNS(=O)(=O)c2ccc(-c3coc(C)n3)cc2)c1	-36%[inhibitor]	nt	nt	nt
35	CCOc1ccc(N=C2SCC(=O)N2CC)cc1	-17%	5%	8%	-4%
36	COC(=O)c1ccccc1NC(=O)c1noc2c1CCC2	-6%	2%	13%	-5%
37	CC1(C(=O)NS(=O)(=O)c2cccc(C#N)c2)CCN1C(=O)CC1CC1 (centres undefined)	i	6%	6%	3%
38	Clc1cccc(NCc2ccccc2)n1	20%	3%	?	-26%
39	CN(C)S(=O)(=O)c1ccc(C(=O)NCC(=O)Nc2ccc(F)c(F)c2)cc1	-17%	0%	-3%	-11%
40	Cc1ccc(NC(=O)COC(=O)CNC(=O)C2CCCCC2)c(Br)c1	-10%	-4%	4%	18%
41	CCOC(=O)c1c(C)nc2cc(C)ccn12	i	8%	-2%	-4%
42	O=C(c1n[nH]c2c1CCC2)N1CCCC(Nc2cccc(F)c2)C1 (centres undefined)	-5%	0%	-10%	9%
43	CCCCSc1nnc(-c2ccc(C)cc2)c2ccccc12	-61%[inhibitor]	3%	-3%	8%
44	COc1ccc(C2(O)C(=O)Nc3ccc(C)cc32)cc1OC (centres undefined)	-14%	1%	0%	9%
45	CCc1ccccc1Nc1nn2c(=O)c3ccc(C(=O)NC(C)C)cc3nc2s1	i	nt	nt	nt

entry	TDP43 rescue	EPAC1 ag	aSyn yeast inh	FUS yeast rescue
31	-10%	2%	1%	2%
32	-21%	8%	-1%	-4%
33	-5%	5%	-3%	1%
34	?	nt	15%	-16%
35	7%	3%	13%	0%
36	-11%	1%	0%	9%
37	14%	0%	0%	-23%
38	11%	7%	11%	-17%
39	2%	6%	0%	-10%
40	-3%	-7%	0%	5%
41	-7%	-5%	0%	-2%
42	9%	11%	-3%	nt
43	-18%	1%	14%	17%
44	9%	1%	-6%	3%
45	15%	nt	-2%	-15%

Later entries
entry	molecule	PTHR1 ag	EPAC2 ag	EPAC2 antag	EPAC1 antagonist
46	O=C1NN=C(c2ccc(Cl)cc2)CC1c1cccc(Cl)c1 (centres undefined)	-2%	20%	4%	-6%
47	COc1cccc(OCCCCSc2ncccn2)c1	-20%[57.5 µM]	21%	2%	-6%
48	Cc1cc(CN(C)C(=O)C2CCC(=O)N(CCc3ccccc3)C2)n[nH]1 (centres undefined)	i	1%	7%	8%
49	COc1cccc(CC2(CO)CCN(Cc3cnc(N4CCOCC4)s3)CC2)c1	-25%	2%	-9%	2%
50	C=C(C)c1cccc(C(C)(C)NC(=O)N2CCCC2)c1	i	4%	5%	2%
51	O=C(NCCCN1CCOCC1)C(=O)NCC1OCCN1S(=O)(=O)c1ccc(Br)cc1 (centres undefined)	-17%	18%	-1%	-23%
52	CCOC(=O)c1sc(Nc2cccc(Cl)c2)nc1C	-4%	8%	-9%	-28%

entry	TDP43 rescue	EPAC1 ag	aSyn yeast inh	FUS yeast rescue
46	?	13%	18%	?
47	?	3%	-9%	0%
48	2%	-9%	0%	2%
49	0%[0.397 µM]	-4%	0%	16%
50	-14%	1%	-9%	-2%
51	-13%	9%	-1%	nt
52	14%	4%	-6%	5%
